# Source: PubChem
# GPR7 antagonist = GPR7 receptor antagonists, primary screen, cell-based, fluorescence, single concentration; actives 1.1% (n = 290,000); inhibition, % at 4.4 µM; Neuropeptides B/W receptor type 1 (Homo sapiens), P48145; GPR7-expressing cells, fluorescence antagonist assay; in the data active = inhibition above about 16%, passing the limit was not always enough;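 also: cells stimulated with the agonist NPW; 0% = agonist with vehicle and 100% = vehicle without agonist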
# Target sequence (P48145 whole entry, looked up): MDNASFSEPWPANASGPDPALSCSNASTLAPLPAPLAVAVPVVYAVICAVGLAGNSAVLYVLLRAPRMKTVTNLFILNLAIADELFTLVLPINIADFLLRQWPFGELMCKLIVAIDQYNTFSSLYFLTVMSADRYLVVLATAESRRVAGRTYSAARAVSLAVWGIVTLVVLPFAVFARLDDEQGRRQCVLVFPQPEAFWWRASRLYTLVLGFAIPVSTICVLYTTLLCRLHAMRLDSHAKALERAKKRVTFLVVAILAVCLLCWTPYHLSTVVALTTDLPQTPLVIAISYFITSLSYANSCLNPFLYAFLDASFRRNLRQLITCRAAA
# TAAR1 antagonist = human TAAR1 antagonists, primary screen, Fluo-8 calcium fluorescence, CHO RD-HGA16 cells; Trace amine-associated receptor 1 (Homo sapiens), Q96RJ0; AID 624466, 2012; antagonist; inhibition, % at 3 µM; actives 1.5% (n = 360,000);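 active = inhibition above a per-plate cutoff, the mean inhibition of test compounds on that plate plus 3 SD, cut at about 49% in these data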;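 also: 0% = DMSO plus EC80 beta-PEA response and 100% = DMSO alone without agonist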
# Target sequence (Q96RJ0 whole entry, looked up): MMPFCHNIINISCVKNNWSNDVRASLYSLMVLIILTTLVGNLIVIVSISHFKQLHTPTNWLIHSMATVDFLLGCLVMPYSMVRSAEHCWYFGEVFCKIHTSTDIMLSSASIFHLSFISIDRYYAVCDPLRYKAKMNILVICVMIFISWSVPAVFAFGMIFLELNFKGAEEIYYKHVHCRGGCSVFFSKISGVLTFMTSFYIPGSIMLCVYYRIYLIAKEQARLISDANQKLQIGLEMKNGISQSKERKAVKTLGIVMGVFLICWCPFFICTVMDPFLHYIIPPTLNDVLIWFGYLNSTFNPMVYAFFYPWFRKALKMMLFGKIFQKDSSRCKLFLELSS
#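 System: CHO RD-HGA16 cells bearing hTAAR1. Reagent: EC80 β-phenethylamine stimulus. Schedule: seeding 17-24 h prior, 75-min 37 °C, 30-min RT dye loading. Signal: Fluo-8 intracellular calcium dye fluorescence, real-time kinetic reads. Read-out: % inhibition from peak post-agonist over basal fluorescence ratio. Benchmarks: vehicle wells and EC80 agonist wells. Replicates: n of 1.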
# OXTR potentiator = human OXTR potentiators, primary screen, fluorescence, CHO-OTR cells, Fluo-8 calcium; activation, % at 3 µM; actives 0.061% (n = 320,000); Oxytocin receptor (Homo sapiens), P30559; Fluo-8 calcium fluorescence, potentiator mode; 0% = oxytocin EC15, 100% = EC100; AID 2445, 2010;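 active = activation above that plate's cutoff, the mean activation of tested compounds plus 3 SD, cut at about 6.6% in these data, passing the limit was not always enough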;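 also: 100% uses oxytocin at 75 nM as the full agonist control; some results filed as inactive read as strong as hits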
#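 Material: CHO-OTR cells, human receptor; compound dosing: single dose, 3.0 µM nominal final compound concentration; schedule: 6 min compound pre-incubation at room temperature, 100 s kinetic read; measured by: kinetic Fluo-8 calcium fluorescence; read-out basis: % activation vs EC15 and EC100 oxytocin; controls: EC15 oxytocin alone as 0%, 75 nM oxytocin as 100%; replicates: singlicate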
# V1R ag counter = agonists of human V1a receptor, primary screen, counter-screen for OXTR agonist project, fluorescence, CHO-V1R cells | activation, % at 3 µM | AID 2797, 2010 | Vasopressin V1a receptor (Homo sapiens), P37288 | actives 0.25% (n = 320,000) | Fluo-8 calcium fluorescence, agonist mode; 0% DMSO, 100% 3 nM vasopressin;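 active = activation above the mean activation of all tested compounds plus 3 SD, per screening run, cut at about 20% in these data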;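 also: signal is peak over basal fluorescence ratio across a 100 second FLIPR read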
# Target sequence (P37288 whole entry, looked up): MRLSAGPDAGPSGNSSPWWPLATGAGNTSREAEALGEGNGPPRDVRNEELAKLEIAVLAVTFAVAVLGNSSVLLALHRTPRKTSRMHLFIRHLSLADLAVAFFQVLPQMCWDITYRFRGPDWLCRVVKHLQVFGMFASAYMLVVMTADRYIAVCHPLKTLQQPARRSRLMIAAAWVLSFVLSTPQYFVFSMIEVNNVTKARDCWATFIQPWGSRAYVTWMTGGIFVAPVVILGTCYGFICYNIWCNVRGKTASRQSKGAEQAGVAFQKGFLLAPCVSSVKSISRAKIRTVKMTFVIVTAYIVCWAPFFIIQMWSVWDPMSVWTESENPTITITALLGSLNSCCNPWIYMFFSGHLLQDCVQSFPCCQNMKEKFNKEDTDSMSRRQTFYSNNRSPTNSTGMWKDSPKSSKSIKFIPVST
# OXTR ag = human OXTR agonists, primary screen, fluorescence, CHO-OTR cells, Fluo-8 calcium. actives 0.32% (n = 320,000). Oxytocin receptor (Homo sapiens), P30559. activation, % at 3 µM. Fluo-8 calcium fluorescence; normalized: DMSO 0%, oxytocin 100%;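 active = activation above the mean of all tested compounds plus 3 SD, cutoff set per screening run, cut at about 20% in these data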;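 also: peak over basal fluorescence ratio from a 100 s FLIPR kinetic read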
# CHO-K1 Ca ag = counter-screen for M1 agonists: effect in parental CHO-K1 cells; Fluo-8 calcium fluorescence; scaled to maximal ATP response, vehicle zero; activation, % at 3 µM; actives 0.48% (n = 360,000); in the data active = activation above about 15%;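 also: untransfected CHO-K1 host cells lacking M1 receptor as counterscreen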
# CHO-K1 Ca antag = M1 antagonist counterscreen hit in parental CHO-K1 cells | inhibition, % at 3 µM | ATP-induced calcium, Fluo-8 fluorescence | actives 0.6% (n = 360,000);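 active = inhibition above a per-plate cutoff, the plate's mean sample inhibition plus 3 SD, cut at about 24% in these data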;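 also: 0% = DMSO plus EC80 ATP and 100% = DMSO alone without ATP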
# CHO-K1 Ca PAM = nonselective calcium activators in parental CHO-K1 cells, primary screen, counter-screen for M1 PAM project, cell-based, Fluo-8 calcium fluorescence, full deck, 1536-well; ATP EC20; 0% at ATP EC20, 100% at ATP max; activation, % at 3 µM; actives 0.02% (n = 360,000); AID 602247, 2012;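 active = activation above the run cutoff, the mean activation of all test compounds plus 3 SD, cut at about 40% in these data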;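 also: peak over basal fluorescence ratio in a 140 s read after ATP addition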
# CHO parental Ca = ATP-evoked calcium signal inhibitors, parental CHO, primary screen, counter-screen for OX1R antagonist project, cell-based, fluorescence, Fluo-8 calcium dye; inhibition, % at 5.6 µM; actives 0.63% (n = 330,000); parental CHO-K1, ATP-induced calcium, Fluo-8 fluorescence;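 active = inhibition above that plate's mean sample inhibition plus 3 SD, cut at about 26% in these data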;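 also: 0% = ATP-challenged DMSO wells and 100% = DMSO wells without ATP; some compounds past the cut are filed as inactive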
#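 test system = CHO parental line | reagent = ATP stimulus | measured by = intracellular calcium via Fluo-8 no-wash fluorescent dye | control set = ATP and no-ATP DMSO wells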
# Active calls of the source: *; · = not tested or not shown.
# A first look:
SMILES,GPR7 antagonist,TAAR1 antagonist,OXTR potentiator,V1R ag counter,OXTR ag,CHO-K1 Ca ag,CHO-K1 Ca antag,CHO-K1 Ca PAM,CHO parental Ca
COc1cc(NC(=O)CCn2c(=O)oc3ccccc32)cc(OC)c1OC,3,-11,0,0.4,0.3,1.4,-7,0,-3
CC(O)/C=C/c1ccc2ccccc2n1 (stereo not drawn),-2,11,3,-0.1,-0.5,-0.7,-14,12,1
Cc1noc(C)c1CSc1nc2ccccc2n1CCc1ccccc1,26*,-25,-18,2.7,-0.5,0.0,-1,-3,-19

# The listing, from the start:
SMILES,GPR7 antagonist,TAAR1 antagonist,OXTR potentiator,V1R ag counter,OXTR ag,CHO-K1 Ca ag,CHO-K1 Ca antag,CHO-K1 Ca PAM,CHO parental Ca
COc1cc(NC(=O)CCn2c(=O)oc3ccccc32)cc(OC)c1OC,3,-11,0,0.4,0.3,1.4,-7,0,-3
CC(O)/C=C/c1ccc2ccccc2n1 (stereo not drawn),-2,11,3,-0.1,-0.5,-0.7,-14,12,1
Cc1noc(C)c1CSc1nc2ccccc2n1CCc1ccccc1,26*,-25,-18,2.7,-0.5,0.0,-1,-3,-19
CN(C)c1ccc(/C=N/NC(=O)COc2ccccc2)cc1,-13,-19,-6,-0.8,-0.8,0.5,-9,-10,1
O=S(=O)(NCCc1ccccn1)c1cccs1,-6,-12,-2,-0.6,0.9,0.4,-11,13,-6
Cc1cccc(C(=O)Nc2nnc(Cc3c[nH]c4ccccc34)s2)c1,9,2,-18,1.5,8.4,2.3,-17,17,-8
COc1cc2c(cc1NC(=O)Nc1cccc(C)c1)oc1ccccc12,-2,-15,-10,0.4,0.0,0.1,8,-4,-15
CN1C2CCC1/C(=C/c1cccn1C)C(=O)/C2=C\c1cccn1C,-3,39,-13,45*,45*,3.3,4,8,23
CCc1cccc(OCCCn2ccnc2)c1,-2,-12,-9,0.2,0.3,8.6,-11,14,-10
CCc1nc2c(OCc3ccc(F)c(F)c3)cccn2c1N(C)C(=O)c1ccc(C)cc1,·,-31,·,·,·,0.5,-3,4,·
CCc1cc(=O)oc2cc(OCC(=O)NCCCN3CCCC3=O)ccc12,-6,-9,-3,-0.5,0.6,0.9,-14,8,-14
CC1(C)NC(=O)N(CC(O)COc2ccccc2C(=O)N2CCCCC2)C1=O (stereo not drawn),0,-9,-4,-0.5,0.2,0.3,-11,13,-14
Cc1nonc1CN(C)C(=O)CC1C(=O)NCCN1Cc1cccc(C(F)(F)F)c1 (stereo not drawn),-4,6,-13,1.9,-1.5,0.3,-3,21,-20
CC1CN(S(=O)(=O)c2cccc(C(=O)Nc3ccc4c(c3)CCC4)c2)CC(C)O1 (stereo not drawn),-7,6,-5,-1.1,-1.2,1.2,-7,14,-13
COc1ccccc1CNC(=O)C1CCC(CNc2c(N3CCOCC3)c(=O)c2=O)CC1 (stereo not drawn),0,-4,-3,0.6,1.3,0.4,4,12,-3
CCOc1ccc(C(C)(C)C)cc1S(=O)(=O)Nc1ccncc1,-17,-15,-8,0.1,1.1,0.7,-3,11,-2
COc1ccc(N2CCN(C(=O)CSc3nc4[nH]ncc4c(=O)n3-c3ccc(Br)cc3)CC2)cc1,2,21,-14,0.0,-1.5,0.5,-10,23,-11
O=C(NCc1ccccc1)c1onc(CSc2ccc(F)c(F)c2)c1C(=O)NCc1ccccc1,·,34,-4,3.9,3.6,2.4,-13,12,-12
O=C(N[C@@H](Cc1ccccc1)C(=O)O)c1ccc(C(F)(F)F)cc1,-7,-12,-3,0.7,0.1,0.3,-9,13,4
Cc1ccc(S(=O)(=O)N2CCC3(CC2)OCCN3S(=O)(=O)c2c(C)cc(C)cc2C)cc1,·,-22,2,0.9,-0.7,0.6,-5,-8,-17
Cc1ccc([N+](=O)[O-])cc1NCC(=O)NN,7,-13,-1,0.6,0.6,1.7,-14,8,0
O=C(NCC(=O)N1CCN(C(c2ccccc2)c2ccccc2)CC1)c1ccccc1Br,·,-13,·,·,·,0.5,-6,2,·
COc1ccccc1Nc1nnc(SCC(=O)NC2CCCC2)s1,·,15,-2,0.9,-0.7,1.0,-8,6,-7
COCCc1nn2c(=O)cc(COC(=O)c3cc(OC)c(OC)c(OC)c3)nc2s1,11,6,-5,0.6,0.6,1.7,-15,2,-3
CC(C)(C)n1nnnc1C(c1ccc2ncccc2c1)N1CCSCC1 (stereo not drawn),-8,-6,-4,0.4,-0.6,-0.1,-10,4,-14
CC(C)CN(C(=O)CCCc1nc2ccccc2c(=O)[nH]1)c1c(N)n(Cc2ccccc2)c(=O)[nH]c1=O,·,1,-5,0.4,0.7,2.5,-14,10,1
Cn1c(CN2CCCC2)nc2cc(NC(=O)c3ccc(Cl)cc3)ccc21,-1,-3,-23,-0.3,0.7,0.1,-6,-3,-16
C=CC1CN(CC(=O)OC)S(=O)(=O)c2ccccc21 (stereo not drawn),·,-3,-5,1.1,0.4,-0.1,-20,18,-7
COc1ccccc1N1CC(C(=O)NC2CCCCCC2)CC1=O (stereo not drawn),·,3,3,1.0,0.2,1.1,-1,0,-16
Cc1ccccc1-c1cc(C(=O)NCc2cccs2)nn1CC1CC(c2cccc([N+](=O)[O-])c2)=NO1 (stereo not drawn),·,20,-20,0.5,-1.0,0.5,-18,25,6
Cn1c(=O)c2c(ncn2CC(=O)OCC(=O)Nc2cccc(C#N)c2)n(C)c1=O,·,-13,·,·,·,0.9,3,13,·
Cc1cc(C#N)c(C)n1-c1cc(S(=O)(=O)N2CCOCC2)ccc1N1CCCC1,3,4,-10,0.9,-1.2,0.7,-4,12,-26
Cc1ccc(N2CC(C(=O)NCc3cccs3)CC2=O)cc1 (stereo not drawn),-6,-14,4,-0.6,-1.2,-0.5,5,16,-17
CN(C(=O)COC(=O)CCC(=O)c1ccc(Cl)cc1)c1c(N)n(Cc2ccccc2)c(=O)[nH]c1=O,·,-22,-8,-0.9,-0.2,1.1,3,16,-11
Cc1cc(C)cc(NC(=O)C2CCN(c3cnccn3)CC2)c1,-3,8,-14,1.8,-0.9,-0.2,-17,20,-19
Cc1ccc(NC(=O)CN2C(=O)COc3ccc(S(=O)(=O)N4CCCC4)cc32)c(C)c1,-2,-28,-1,-1.4,-2.7,3.7,-7,2,-18
CCCc1nnc(NC(=O)CCC(=O)N2CCN(S(=O)(=O)c3ccc(F)cc3)CC2)s1,8,9,-22,-0.6,-0.7,1.0,-17,-6,-14
CC1=[N+](C)N(c2ccccc2)C(=O)C1N=Cc1c(Cl)cccc1Cl (stereo not drawn),0,18,-2,1.1,0.7,16*,9,10,-5
O=S(=O)(Nc1ccc(OC(F)(F)F)cc1)c1cccc2nonc12,-7,2,-5,2.1,5.3,1.0,14,-20,-15
COc1ccc(C)cc1NCc1ccc([N+](=O)[O-])cc1,-4,-22,-10,-0.4,-2.0,0.1,-5,21,-10
CCCCC(=O)N(C)c1c(CC)nc2c(OCc3ccc(C(F)(F)F)cc3)cccn12,·,-42,·,·,·,-0.2,-18,17,·
COc1ccc(NC(=O)CCN=C2NS(=O)(=O)c3ccccc32)cc1S(=O)(=O)N(C)C,·,-20,-5,1.0,0.1,-0.2,0,-4,-5
COC(=O)c1sccc1N/N=C(\C)c1ccc(F)c(Cl)c1,9,10,-3,0.2,-0.7,0.2,-2,3,-17
Cc1cc(C)c2cc(CN(CCO)Cc3nnnn3Cc3ccc(F)cc3)c(=O)[nH]c2c1,-6,-3,·,·,·,-0.1,-4,17,·
COc1ccc(C(=O)O)cc1S(=O)(=O)NCCc1ccccn1,-8,-23,-5,0.9,0.9,0.0,-5,12,13
CCOc1cnn(-c2cc(Oc3ccc(C)cc3)ncn2)c(=O)c1Cl,-9,1,-14,-0.3,-0.1,0.7,-18,20,-6
Cc1ccccc1NC(=O)c1ccco1,-13,-8,-1,1.2,-0.3,0.7,-1,11,2
CN(C)c1nc(N(C)C)n(C(=O)c2ccc(F)cc2)n1,-21,5,-1,0.9,0.0,-0.1,0,0,-10
C=CCNc1nc(Nc2ccc(OC)cc2OC)nc(OCC)n1,-12,-3,-1,-1.1,-2.2,-0.1,-1,14,-14
NC(=O)CSc1n[nH]c(=O)n1CCc1ccccc1,1,-12,-6,1.2,0.9,0.3,9,-8,4

# The list continues:
SMILES,GPR7 antagonist,TAAR1 antagonist,OXTR potentiator,V1R ag counter,OXTR ag,CHO-K1 Ca ag,CHO-K1 Ca antag,CHO-K1 Ca PAM,CHO parental Ca
CCOc1cc(C)c(Cl)cc1S(=O)(=O)NCc1ccco1,2,-2,0,0.8,-0.5,0.2,3,-6,-7
COc1ccc(/C=C/C(=O)Nc2ccccc2C)cc1S(=O)(=O)N1CCOCC1,3,3,-3,0.0,1.4,4.7,-14,22,-13
O=C(NC1CCCC1)c1nc2c(nnn2Cc2cccc(Cl)c2)c(=O)[nH]1,-5,6,1,-0.5,-1.7,0.3,-10,14,-5
O=S(=O)(Nc1ccccc1)c1cccc2nsnc12,-12,-5,-5,-0.2,0.3,-0.1,-2,4,7
NC(=O)CN1CCCN(S(=O)(=O)c2ccc(Br)cc2)CC1,-9,11,-17,1.3,0.8,0.5,-9,17,-11
COc1ccc(-c2c(C(F)(F)F)[nH]n3c(=O)cc(-c4ccccc4)nc23)cc1,-15,38,-8,-0.5,-1.5,1.0,-5,22,-8
Cc1ccccc1N(CC(=O)NC1CCCCC1)C(=O)c1csnn1,3,-6,-11,1.4,-0.1,1.9,-16,17,-12
COC(c1ccccc1)c1nnc(CCC(=O)NCc2cccc(-n3cccn3)c2)o1 (stereo not drawn),-4,2,-9,-0.7,-1.3,1.9,-11,26,-21
Cc1ccc(/C=C(\C#N)c2nn(-c3ccccc3)c(N)c2C#N)cc1,-5,-4,-3,0.1,0.7,1.5,-1,-4,2
CC1CCCCC1NC(=O)c1cccc(S(=O)(=O)N2CCN(Cc3ccccc3)CC2)c1 (stereo not drawn),·,18,-6,1.5,1.2,2.5,0,-16,-26
CCOc1cc(-c2sc(Nc3ccccc3)n[n+]2-c2ccc(F)cc2)ccc1OC,-6,5,-15,-1.0,-0.5,0.1,4,-8,-15
